FUS suppressor – rescues growth of FUS-expressing yeast | S. cerevisiae FUS-expressing, growth rescue, OD600, 24 h | Potency, µM (series often up to 76.6 µM), inactives show at the highest dose growth rescue (activation), hits mostly activators | 390,000 tested, 0.24% active;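 further: potency means the concentration at half of the fitted maximal effect; plate controls were DMSO vehicle for no effect and reference control for full effect; nearly all actives have a fitted effect of over 55% in size; some results filed as inactive show a strong effect at the top dose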
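Galactose (2%) drives FUS expression in yeast precultured in raffinose; seeding density OD 0.005. Test compounds incubated 24hr at 30C and 99% humidity before absorbance at 600 nm was measured.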
aSyn rescue – rescues yeast growth from alpha-synuclein toxicity. Yeast expressing alpha-synuclein, growth rescue, BacTiter-Glo, 24 h. Potency, µM (titrated, usually from 46.1 µM), for inactives: top-dose growth rescue (activation), actives largely listed as activators. 370,000 tested, 0.14% active; further: potency means the concentration at half of the fitted maximal effect; % of control where 0% means no effect; nearly all actives have a fitted effect of over 65% in size
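Readout is rescue of growth in alpha-synuclein-expressing yeast, so inhibitors of toxicity appear as activators. Growth after 24 hr at 30 deg C in galactose medium is quantified by luminescence.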
EPAC1 antag – blocks human EPAC1 exchange factor; Potency, µM (doses to about 115 µM), inactives show top-dose activity change, negative = inhibition, hits mostly inhibitors; O95398; 360,000 tested, 0.14% active; EPAC1 GEF assay, Rap1b-BODIPY-GDP exchange fluorescence;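 further: potency means the concentration at half of the fitted maximal effect; plate controls were vehicle for no effect and positive control for full effect; nearly all actives have a fitted effect of over 50% in size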
EPAC1 agonist – activates human EPAC1 exchange factor. O95398. EPAC1 agonist qHTS, biochemical assay; response scale: 100% = response to 6.5 mM cAMP. Potency, µM (highest dose often 154 µM), for the others: at the highest dose activation, usual class: activators. 360,000 tested, 0.073% active; further: potency means the concentration at half of the fitted maximal effect; nearly all actives have a fitted effect of over 60% in size
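Read-out is the fluorescence drop as BODIPY-GDP leaves Rap1B (480 nm excitation, 540 nm emission), recorded every 5 minutes over 30 minutes. Reactions held 100 nM EPAC1, 250 nM Rap1B–BODIPY-GDP and 50 uM GDP, with 6.5 mM cAMP setting full activation.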
IL-2 act – activators of IL-2. IL-2 activation reporter assay, cell-based qHTS; stimulated with anti-CD3/CD4/CD28 beads; in transgenic mouse T cells. activation, % (series mostly up to about 46 µM). 360,000 tested, 0.065% active; in the data active means activation above about 50%; inconclusive means mostly about 30% to 49%; further: 0% is about no effect
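Unstimulated transgenic mouse T cells; 60-min compound exposure; bead-based TCR/CD4/CD28 stimulation; 18 h culture, 37 degrees C; dual fluorescence (EGFP, DsRed) plate cytometry.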
Abeta rescue – A-beta toxicity reversal in yeast; yeast expressing A-beta42, growth rescue, OD600, 48 h; response scale: 0% DMSO, 100% iron-clioquinol control; Potency, µM (doses to about 46.1 µM), for the others: top-dose growth rescue, actives largely listed as activators; 410,000 tested, 0.063% active; AID 1347071; further: potency means the concentration at half of the fitted maximal effect; nearly all actives have a fitted effect of over 55% in size
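Yeast growth medium received pinned compounds, then yeast cells expressing toxic A-beta were added; plates incubated at 30 C for 48 hr. Growth read as absorbance at 600 nm, normalized to DMSO and equimolar FeCl3 plus clioquinol controls.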
WRN inhibitor – blocks human WRN helicase; 360,000 tested, 0.46% active; Potency, µM (series often up to 114 µM), inactives show at the highest dose activity change, negative = inhibition, usual class: inhibitors; WRN helicase unwinding, fluorescent forked duplex, kinetic; AID 651768; Q14191; further: potency means the concentration at half of the fitted maximal effect; on the % scale 0 is the no-effect control and ±100 the full control effect; nearly all actives have a fitted effect of over 55% in size
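Enzyme (20 nM final) and test compound sit together 15 min at room temperature before substrate addition. Substrate is a single-forked duplex oligonucleotide (100 nM) labelled with fluorophore and quencher, with 2 mM ATP; helicase unwinding raises red fluorescence, read kinetically.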
PLK1 PBD inh – blocks phosphopeptide binding to human PLK1 polo-box domain; 360,000 tested, 2.8% active; P53350; Plk1 PBD binding of FITC phosphopeptide, fluorescence polarization; Potency, µM, for inactives: max response, negative = inhibition, most hits filed as inhibitors; further: potency means the concentration at half of the fitted maximal effect; series mostly up to about 57 µM; on the % scale 0 is the no-effect control and ±100 the full control effect; nearly all actives have a fitted effect of over 65% in size
Target sequence (P53350 whole entry, looked up, the tested form may be a part): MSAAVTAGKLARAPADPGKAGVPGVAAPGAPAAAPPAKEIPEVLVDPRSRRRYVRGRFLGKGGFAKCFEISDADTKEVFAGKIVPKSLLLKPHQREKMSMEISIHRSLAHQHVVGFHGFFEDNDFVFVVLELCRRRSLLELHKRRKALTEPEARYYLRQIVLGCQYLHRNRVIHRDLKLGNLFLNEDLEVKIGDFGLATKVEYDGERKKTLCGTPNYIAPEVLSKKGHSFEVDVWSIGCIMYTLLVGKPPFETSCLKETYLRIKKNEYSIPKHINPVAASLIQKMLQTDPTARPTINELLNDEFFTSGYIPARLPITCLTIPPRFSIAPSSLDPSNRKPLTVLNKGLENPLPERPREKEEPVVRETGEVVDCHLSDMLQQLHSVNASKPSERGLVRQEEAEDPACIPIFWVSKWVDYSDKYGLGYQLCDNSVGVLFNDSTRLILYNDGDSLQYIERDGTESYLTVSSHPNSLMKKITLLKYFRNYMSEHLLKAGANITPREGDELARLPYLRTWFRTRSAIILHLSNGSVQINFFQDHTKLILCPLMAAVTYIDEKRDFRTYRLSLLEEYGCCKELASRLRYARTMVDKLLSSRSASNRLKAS
PI5P4K alpha inh – blocks human PI5P4K alpha kinase activity | P48426 | PI5P4Kalpha enzyme, ADP-Glo luminescence, 60 min; hits give low values | max response, % | 330,000 tested, 1.2% active; active means max response of -50% or lower; inconclusive means between -30% and -50%; inactive means -30% or higher; further: value at the top dose of about 77 µM; on the % scale 0 is the no-effect control and ±100 the full control effect
Target sequence (P48426 whole entry, looked up): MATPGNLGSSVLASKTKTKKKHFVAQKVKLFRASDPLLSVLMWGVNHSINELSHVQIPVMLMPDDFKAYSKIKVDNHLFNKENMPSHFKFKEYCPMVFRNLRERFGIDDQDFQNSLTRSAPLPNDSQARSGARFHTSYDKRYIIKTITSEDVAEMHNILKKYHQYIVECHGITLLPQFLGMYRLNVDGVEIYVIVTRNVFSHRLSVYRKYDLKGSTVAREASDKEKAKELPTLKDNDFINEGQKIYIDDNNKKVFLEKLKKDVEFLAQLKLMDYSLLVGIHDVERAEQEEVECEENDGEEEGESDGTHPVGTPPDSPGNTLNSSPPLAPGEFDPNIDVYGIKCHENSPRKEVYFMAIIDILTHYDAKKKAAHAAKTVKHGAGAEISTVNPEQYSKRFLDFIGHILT
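PI5P4Kalpha ADP-Glo assay; 5 microM ATP final; 60 min RT reaction; HEPES pH 7.4/EGTA/CHAPS, 5% DMSO; controls lacking substrate or enzyme; luminescent end-point.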
Starred values were filed as active, the others as inactive; ? = inconclusive; . = no result given; [ ] = another dose, or the depositor's remark. Unless noted, the call rests on the fitted dose curve; in most records, active means well fitted curve in the direction sought with a large enough effect; inconclusive means small, poorly fitted or top-dose-only effect, or another doubt; inactive means no such curve, though single readings can be large; an effect the other way counts as inactive or inconclusive.

Each structure is followed by: FUS suppressor	aSyn rescue	EPAC1 antag	EPAC1 agonist	IL-2 act	Abeta rescue	WRN inhibitor	PLK1 PBD inh	PI5P4K alpha inh
> CCOc1ccc(N/C(SC)=C(/C#N)C(N)=O)cc1
  11%	4%	5%	-1%	-2.2	?	4%	-2%	.
> COc1ccc(C)cc1S(=O)(=O)N1CCC2(CC1)OCCN2S(=O)(=O)c1ccccc1
  -5%	-3%	4%	4%	-3.7	6%	5%	-9%	-1
> CCOc1cccc(N2C(=O)CC(NNC(=O)c3ccc(Br)o3)C2=O)c1 (stereo not drawn)
  7%	-7%	16%	-1%	-2.3	-11%	4%	0%	1
> CCNS(=O)(=O)c1ccc(Br)c(C(=O)OC(C)C(=O)NCC2CCCCC2)c1 (stereo not drawn)
  -14%	-4%	-15%	-3%	3.5	-11%	7%	0%	3
> COc1ccc(CN2CCn3nc(C(=O)NC4CC4)cc3C2=O)cc1
  15%	5%	-6%	1%	-0.8	2%	3%	8%	1
> Cc1ccc(C)c(OCCC(=O)NCCc2ccc(S(N)(=O)=O)cc2)c1
  8%	-1%	-3%	-5%	0.0	-1%	-4%	-2%	-2
> CC(C)c1ccc2oc(=O)cc(CN3CCN(c4ccccc4)CC3)c2c1
  -7%	9%	-12%	12%	-0.1	?	-9%	-3%	11
> CC[N+](CC)(CC)CC(=O)Nc1ccc(SC(F)F)cc1
  23%	-3%	-12%	3%	1.0	-16%	-11%	-16%	3
> O=c1c([N+](=O)[O-])c(N2CCOCC2)c2ccccc2n1-c1ccccc1
  5%	8%	-3%	-15%	0.9	2%	-7%	4%	2
> COC(=O)CSc1nc(Cc2ccccc2)nc2ccccc12
  18%	1%	-16%	8%	-0.6	-27%	-8%	-11%	5
> COc1ccc(NC(=O)CC(c2ccccc2)c2ccco2)cc1 (stereo not drawn)
  9%	5%	-22%	0%	-2.3	4%	-2%	-4%	-23
> CCCCOC(=O)CSc1nc2c(c(=O)[nH]c(=O)n2C)n1C/C=C(\C)Cl
  2%	-6%	3%	-17%	-2.7	-29%	11%[57.1 µM]	?	-6
> CC(=O)N1CCN(Cc2cc(=O)oc3cc(C)cc(C)c23)CC1
  2%	-4%	-30%	3%	-0.9	-15%	-10%	-20%	-3
> c1ccc(CCn2nnnc2C(c2cccs2)N2CCN(Cc3ccc4c(c3)OCO4)CC2)cc1 (stereo not drawn)
  14%	1%	-14%	16%	-0.8	13%	-9%	-2%	0
> Cc1onc(-c2ccccc2Cl)c1C(=O)N1CC(C)CC(C)C1 (stereo not drawn)
  21%	4%	8%	9%	-0.5	-1%	2%	-16%	3
> O=C(COC(=O)c1cc(-c2ccccc2)nc2ccccc12)NCC1CCCO1 (stereo not drawn)
  19%	-5%	-7%	1%	-0.7	10%	-1%	-23%	-2
> CC1CCc2c(nc3ncnn3c2N2CCN(c3ccccc3)CC2)C1 (stereo not drawn)
  16%	3%	8%	-2%	-0.9	24%	1%	-3%	-6
> Cc1ccc(C(=O)NC(=S)Nc2ccc3c(c2)OCCO3)c(C)c1
  5%	-23%	-2%	14%	1.0	-9%	-2%	-9%	2
> CCN(CC)CC(=O)Nc1ccc(Oc2ccc(NC(=O)CN(CC)CC)cc2)cc1
  17%	-2%	-2%	-9%	-2.1	-9%	16%	-11%	-2
> O=C(CS(=O)CC(=O)Nc1cccc2c1CCCC2)Nc1ccc(F)cc1 (stereo not drawn)
  -14%	1%	7%	5%	-0.8	4%	2%	-4%	10
> COCCN1C[C@@H](CO)O[C@@H](n2cnc3c(N4CCCC4)ncnc32)C1
  -7%	-9%	-1%	13%	0.4	-23%	-6%	-7%	-8
> Cc1cc(C)c(C)c(S(=O)(=O)NCCN2CCOCC2)c1C
  -3%	-1%	-2%	7%	-2.2	1%	8%	-18%	-4
> C=CCn1c(SCC(=O)Nc2ncc(Cc3cc(C(F)(F)F)ccc3Cl)s2)nnc1-c1ccncc1
  -6%	7%	3%	2%	1.1	-3%	-4%	-1%	.
> CCC(Oc1ccc(Cl)cc1)C(=O)N1CC(=O)Nc2ccccc21 (stereo not drawn)
  .	-3%	8%	0%	-2.2	2%	-25%	-7%	-7
> CC(=O)Nc1ccc(S(=O)(=O)NCc2ccc3c(c2)cc(C)n3C)cc1
  ?	?	-2%	-8%	-0.6	-4%	?	-4%	-11
> COc1ccccc1-c1nc(-c2ccccc2)[nH]c(=O)c1C#N
  -10%	5%	-16%	0%	2.2	-14%	-4%[57.1 µM]	-6%	0
> O=C(NCCC(=O)N1CCC2(CC1)NCCc1[nH]cnc12)c1cccc(C(F)(F)F)c1
  -12%	-3%	-1%	0%	1.4	0%	-3%	1%	7
> CN(C)S(=O)(=O)c1cccc(NC(=O)COC(=O)CCC(=O)c2ccc(F)cc2)c1
  16%	6%	-4%	3%	0.2	-3%	-1%	2%	3
> CCN1CCC(CN2CCNC2=S)CC1
  -2%	1%	1%	-16%	-0.6	5%	0%	-20%	-18
> Cc1nc2cc(NC(=O)Nc3cccc4ccccc34)ccc2n1C
  11%	0%	-22%	1%	0.3	-5%	-11%[57.1 µM]	1%	8

The listing continues.
Each structure is followed by: FUS suppressor	aSyn rescue	EPAC1 antag	EPAC1 agonist	IL-2 act	Abeta rescue	WRN inhibitor	PLK1 PBD inh	PI5P4K alpha inh
> O=c1[nH]c(Cc2ccccc2)nc2c1oc1ccccc12
  26%	-18%	2%	-9%	2.5	13%	-16%	-1%	.
> C[C@H](CO)N1C[C@H](C)[C@@H](CN(C)S(C)(=O)=O)Oc2ccc(NC(=O)Nc3ccc(C(F)(F)F)cc3)cc2C1=O
  21%	-1%	13%	-31%[inhibitor]	-0.4	-17%	1%	-4%	-6
> C[C@H](NC(=O)[C@H]1N2C(=O)c3ccccc3C2SC1(C)C)C(=O)NCc1ccncc1 (stereo partly drawn)
  3%	-2%	2%	-10%	-1.3	-5%	-2%	-6%	4
> COC(=O)CCCC1=CC2=C(c3ccccc3)C(=O)C(C)(OC(=O)C3CCCC3)C(=O)C2=CN1Cc1ccco1 (stereo not drawn)
  26%	0%	-3%	0%	-0.3	-8%	-2%	0%	5
> Cc1ccccc1CN1CCN(CC2CC3C=CC2C3)CC1 (stereo not drawn)
  18%	-2%	-15%	7%	0.6	-9%	5%	-8%	0
> Cc1cc(C(=O)N/N=C/c2cc(N=Nc3ccccc3)ccc2O)n[nH]1
  17%	11%	-11%	-17%	-0.1	-8%	-31%[57.1 µM]	-5%	-26
> CCC1(c2ccccc2)NC(=O)N(CC(=O)Nc2ccc3c(C)cc(=O)oc3c2)C1=O (stereo not drawn)
  10%	-1%	-8%	3%	-0.5	-7%	-3%	-3%	5
> CC1=CC(C)(C)Nc2ccc(OC(=O)C(C)N3C(=O)c4ccccc4C3=O)cc21 (stereo not drawn)
  39%	21%	-11%	13%	15	6%	-13%	-18%	0
> COC(=O)c1nn(-c2ccc(OC)cc2)c(=O)c2c(N)sc(C)c12
  10%	-36%[inhibitor]	-5%	0%	-0.1	-1%	-11%	24µM*	-23
> COc1ccc(CCNC(=O)CCc2cn(C)c3ccccc23)c(OC)c1OC
  22%	12%	-9%	2%	0.1	-4%	-22%	2%	0
> COc1cc(NC(=O)c2cccs2)c(OC)cc1NC(=O)CCC(=O)Nc1cccc2ncccc12
  ?	2%	-1%	-4%	-0.3	-8%	0%	2%	4
> CC1(C(=O)Nc2ccccc2)CCN1C(=O)C1(c2ccccc2)CC1 (stereo not drawn)
  4%	-3%	-14%	-4%	0.1	-13%	2%	-1%	6
> COc1ccc2c(c1)[C@H]1[C@H](CO2)[C@H](c2ccccc2)[C@]2(C)C(=O)Nc3cc(F)c(F)cc3C(=O)N12
  14%	-14%	10%	-2%	0.1	7%	7%	2%	-10
> COc1ccc(-c2nc(CS(=O)(=O)CC(=O)NCCc3ccccc3)c(C)o2)cc1
  -6%	-6%	14%	12%	-0.2	-13%	3%	-17%	-4
> C[C@@H]1ON(C)[C@H]2C[C@H]3c4[nH]c5ccccc5c4CCN3C(=O)[C@@H]12
  8%	-8%	-9%	1%	-2.5	-1%	3%	1%	5
> OCc1cc(Br)ccc1OCc1nc2ccccc2s1
  3%	-1%	14%	-13%	0.7	-9%	-4%	5%	2
> COCCNc1nnc(SC(C)C(=O)Nc2ccc(-c3nc4ccc(C)cc4s3)cc2)s1 (stereo not drawn)
  ?	1%	-20%	-23%	-0.5	5%	-14%	-6%	3
> O=C(COc1cccnc1[N+](=O)[O-])NCc1ccco1
  -19%	3%	3%	1%	-4.1	-8%	-24%[57.1 µM]	-8%	1
> CC(O)C(NS(=O)(=O)c1ccc2ccccc2c1)C(=O)OCC(=O)Nc1ccccc1OC(F)F (stereo not drawn)
  .	-5%	4%	7%	-4.3	-5%	0%	2%	-3
> Cc1ccccc1C(=O)NNC(=O)c1cc(S(=O)(=O)N2CCOCC2)ccc1C
  -25%	-1%	?	5%	0.0	-10%	-7%	-13%	2
> CCC(=O)NNc1ncnc2c1cnn2C
  -5%	0%	8%	10%	2.2	5%	-6%	-5%	8
> Cn1cccc1C(=O)OCC(=O)N1CC(=O)Nc2ccccc21
  -4%	0%	-5%	2%	-2.1	2%	0%	-6%	-2
> CCN(CC(=O)Nc1ccc(OC)cc1)CC(=O)N1CC(=O)Nc2ccccc21
  5%	3%	-4%	-2%	0.2	-2%	2%	1%	-3
> COCc1[nH]nc2c1C(c1ccnc3ccccc13)C(C#N)=C(N)O2 (stereo not drawn)
  22%	1%	-8%	7%	0.8	1%	-1%	-13%	.
> COc1ccc(C(=O)Nc2ccc(OCC(F)(F)C(F)F)c(C(F)(F)F)c2)cc1OC
  ?	7%	-18%	2%	-4.9	5%	-9%	-2%	9
> O=C1N=C(N2CCOCC2)S/C1=C\c1ccc(OS(=O)(=O)c2ccccc2)cc1
  44%	1%	-1%	14%	2.0	7%	-11%	-10%	3
